# Screens: PubChem BioAssay, several laboratories
# OX1R antag-1 = human HCRTR1 antagonism. O43613. CHO/OX1R cells, Fluo-8 calcium fluorescence, orexin A. inhibition, % at 5 µM. 0.43% of 330,000 active. AID 434989;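 active = inhibition above its plate's threshold, mean inhibition of all tested compounds on the plate plus 3 SD, cut at about 37% in these data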;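 note: 0% = orexin A challenge wells and 100% = SB-334867-A antagonist wells; not every result past the cut was called active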
# STK33 kinase inh = inhibitors of human STK33 kinase; 0.073% of 320,000 active; inhibition, % at 10 µM; AID 2661; purified STK33, MBP phosphorylation, ADP-Glo luminescence;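 active = inhibition at or above 25%, using the most active replicate where run in duplicate; inactive = inhibition below 25%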
# Target sequence (Q9BYT3 whole entry, looked up): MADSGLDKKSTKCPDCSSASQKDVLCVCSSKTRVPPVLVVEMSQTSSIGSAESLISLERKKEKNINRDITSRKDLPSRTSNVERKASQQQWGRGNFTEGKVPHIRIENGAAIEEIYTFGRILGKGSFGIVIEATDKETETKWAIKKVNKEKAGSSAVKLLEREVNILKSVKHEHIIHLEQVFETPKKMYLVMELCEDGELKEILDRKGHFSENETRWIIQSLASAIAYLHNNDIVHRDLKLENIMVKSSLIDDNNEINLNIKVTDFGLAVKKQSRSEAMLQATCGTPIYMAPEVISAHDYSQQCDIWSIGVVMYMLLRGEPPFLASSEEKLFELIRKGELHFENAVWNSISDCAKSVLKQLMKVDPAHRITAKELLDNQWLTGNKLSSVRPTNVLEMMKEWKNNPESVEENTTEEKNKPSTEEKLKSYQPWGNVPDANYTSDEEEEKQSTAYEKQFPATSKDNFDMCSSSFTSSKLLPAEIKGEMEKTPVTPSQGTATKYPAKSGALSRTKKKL
# OX1R antag-2 = blocks the human orexin 1 receptor. O43613. OX1R-expressing cells, FRET antagonist read-out. inhibition, % at 6.6 µM. 1.8% of 330,000 active. AID 485270; in the data active = inhibition mostly above about 38%, no sharp cut-off; inactive = mostly below about 40%;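 note: 0% = agonist challenge alone and 100% = reference antagonist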
# Starred values were filed as active, the others as inactive; / = no result given.
OX1R antag-1	STK33 kinase inh	OX1R antag-2	compound
-9	-0.7	9	Cc1ccc(S(=O)(=O)N2CCOCC2)cc1NC(=O)c1cc2ccccc2oc1=O
-18	0.7	22	Cc1ccc(S(=O)(=O)Nc2cc(S(=O)(=O)N3CCCCC3)ccc2N2CCOCC2)cc1
-28	-0.4	7	Cc1cc(C)cc(NC(=O)c2cccc(NC(=O)C3C4CC5OC(=O)C3C5C4)c2)c1 (configuration not stated)
-28	-0.7	18	CC(C)(C)N(Cc1ccccc1)C(=O)CCc1ccccc1
-34	-1.5	17	CC#C[C@]1(O)CC[C@H]2[C@@H]3CCC4=CC(=O)CCC4=C3[C@@H](c3ccc(N(C)C)cc3)C[C@@]21C
2	-0.4	5	CCC(C)NC(=O)CN1C(=O)CC(C)(C)S(=O)(=O)c2ccccc21 (configuration not stated)
-22	-2.7	31	Cc1cnc(CN(C)Cc2nc(Cc3cccc(C(F)(F)F)c3)no2)[nH]1
-16	-2.8	11	CC(C)(C)c1nc(SCC(=O)Nc2ccc(N3CCOCC3)cc2)c2ccccc2n1
-1	0.3	10	COCCNC(=O)c1ccc(CSCc2cccc(Cl)c2)o1
-27	0.1	21	Cn1c(SCc2nc3ccccc3s2)nnc1-c1cccs1
12	-1.2	26	Oc1ccc(-c2csc(-c3c[nH]c4ccccc34)n2)c(O)c1
11	-0.4	23	C=C(C)CNC(=S)NNC(=O)CCn1c2ccccc2c2ccccc21
-9	0.0	12	COc1ccc(CCC(=O)Nc2nccs2)cc1OC
-10	-1.3	5	Cc1ccc(Cl)cc1NC(=O)Cn1c(C)csc1=O
-8	0.4	14	COC(=O)N/N=C(\C)c1ccc(Br)cc1

# Of the compounds above, these contain a Cl atom:
OX1R antag-1	STK33 kinase inh	OX1R antag-2	compound
-1	0.3	10	COCCNC(=O)c1ccc(CSCc2cccc(Cl)c2)o1
-10	-1.3	5	Cc1ccc(Cl)cc1NC(=O)Cn1c(C)csc1=O

# The list continues.
OX1R antag-1	STK33 kinase inh	OX1R antag-2	compound
-11	-0.4	10	CCOc1ccc(CCNC(=O)C2CCN(S(=O)(=O)N3CCOCC3)CC2)cc1OCC
-16	0.1	9	COc1ccc([C@H]2CC(=O)C=C(c3cccc(Cl)c3)C2)cc1
-17	-0.6	12	O=C(COc1ccc(F)cc1)N(c1ccccn1)C1CCCCC1
-27	-1.7	37	CC(C)(C)OC(=O)N1CCC[C@H]1C(=O)N/N=C/c1cccc2nccnc12
6	-0.1	7	COc1ccc(C2(c3ccc(OC)cc3)NC(=O)N(Cn3nnc4ccccc4c3=O)C2=O)cc1
-11	-0.8	9	CCOC(=O)C1CCC(CNCc2ccccc2C)CC1 (configuration not stated)
-10	0.0	30	Cc1ccc(-n2c(N)c(C(=O)NCc3cccnc3)sc2=S)cc1
-30	85*	53	CCn1c(/C=C/c2ccc([N+](=O)[O-])o2)nc2ccccc2c1=O
-12	1.0	8	N#C/C(=C\c1ccccc1)C(=O)Nc1cc(S(=O)(=O)N2CCOCC2)ccc1N1CCCC1
-31	-0.5	12	CCC1CN(C(=O)N2CCC(C(=O)NCc3ccc(F)cc3)CC2)c2ccccc2O1 (configuration not stated)
-20	-1.6	8	O=C(CSc1n[nH]c(=O)n1C1CC1)NCc1ccccc1Cl
-21	-1.3	9	COc1ccc(Cc2nnc(Nc3ccccc3OC)[nH]c2=O)cc1
-33	0.4	8	CCc1nnc(NC(=O)CSc2nnc(-c3ccoc3C)n2-c2ccc(C)cc2)s1
-14	0.3	13	COc1cc(/C=N/NC(=O)CCn2nc(C)cc2C)ccc1O
-10	0.3	0	COc1cc(NC(=O)c2ccc(N3CC4CC(C3)c3cccc(=O)n3C4)c(NC(=O)c3ccncc3)c2)cc(OC)c1OC (configuration not stated)

# Whole records as entered above. Order of values: OX1R antag-1 | STK33 kinase inh | OX1R antag-2
# COc1ccc(C2(c3ccc(OC)cc3)NC(=O)N(Cn3nnc4ccccc4c3=O)C2=O)cc1 is listed with 6 | -0.1 | 7
# COc1cc(NC(=O)c2ccc(N3CC4CC(C3)c3cccc(=O)n3C4)c(NC(=O)c3ccncc3)c2)cc(OC)c1OC (configuration not stated) is listed with -10 | 0.3 | 0
# COc1cc(/C=N/NC(=O)CCn2nc(C)cc2C)ccc1O is listed with -14 | 0.3 | 13
# CCOC(=O)C1CCC(CNCc2ccccc2C)CC1 (configuration not stated) is listed with -11 | -0.8 | 9
# CC(C)(C)OC(=O)N1CCC[C@H]1C(=O)N/N=C/c1cccc2nccnc12 is listed with -27 | -1.7 | 37

# Continued.
OX1R antag-1	STK33 kinase inh	OX1R antag-2	compound
-8	-1.2	4	CCc1ccc(C(=O)NCc2cccs2)s1
-6	1.5	12	N#Cc1c(N)nc2c3c(sc(=N)c2c1N)NC(=O)CC3c1ccccc1 (configuration not stated)
-19	-1.4	1	COc1ccccc1NC(=O)COC(=O)C1CC(=O)N(c2ccc3c(c2)OCCO3)C1 (configuration not stated)
-17	0.2	11	Cn1c(=O)[nH]c(=O)c2c1nc(NC1CCCCC1)n2CCO
0	-3.0	4	CCOC(=O)C(NC(=O)Nc1ccc(F)cc1F)(Oc1ccccc1)C(F)(F)F (configuration not stated)
-11	5.5	11	O=c1c(O)cccc2cc(O)c(O)c(O)c12
-36	1.0	-7	CCN(CC)CCNC(=O)C1c2ccccc2Oc2ccccc21
-41	-0.6	11	CCCCn1nc2cc(C(=O)NCc3ccc4c(c3)OCO4)ccc2c1OCC
-23	0.5	22	O=C(CSc1nc(-c2ccccc2)cs1)Nc1ccccc1[N+](=O)[O-]
-6	0.8	26	CCN1CCN(C(=S)c2ccc(OCC(=O)Nc3ccc(OC)cc3)cc2)CC1
-20	/	15	CN(Cc1c(F)cccc1Cl)C(=O)c1ccc(NS(=O)(=O)c2ccc3[nH]c(=O)[nH]c3c2)cc1
-7	-1.2	17	CCN(CC)C1CCN(C(=O)CCn2nnnc2CN2CCOCC2)C1 (configuration not stated)
-9	-1.6	3	O=C(Nc1ccc(Cl)c(S(=O)(=O)N2CCOCC2)c1)C1CCC1
-8	0.2	5	O=C(COC(=O)c1ccc(OC(F)F)cc1)Nc1cccc(S(=O)(=O)NC2=NCCC2)c1
-2	0.5	6	CC(=O)Nc1ccc(/C(C)=N/NC(=O)C2CC2c2ccccc2)cc1 (configuration not stated)
-18	-0.3	4	CCCc1n[nH]c(=S)n1Cc1ccco1
-15	-0.7	17	COc1ccc(-c2cc(C(=O)N3CC4(C)CC3CC(C)(C)C4)no2)cc1OC (configuration not stated)
-11	0.1	19	C#CCNC(=O)c1cccn1-c1ncc(C(F)(F)F)cc1Cl
-22	-0.1	1	C=CCNC(=O)c1cnc(-c2ccccc2)nc1-c1ccccc1
-31	-2.2	8	Fc1ccccc1Cc1noc(CN2CCCC(CN3CCOCC3)C2)n1 (configuration not stated)
-14	-2.3	6	CCC1(C)CC(c2csc(N)n2)CCO1 (configuration not stated)
-5	-1.8	11	COc1cc(N2CCCC2)ccc1C=O
-4	-0.1	22	CC(=O)N1CCN(C(=O)c2cc(C)nc3ccccc23)CC1
-19	0.3	20	COc1ccc(/C=C/C(=O)O)cc1S(=O)(=O)N1CCCc2ccccc21
-7	-0.6	0	CCC(=O)Nc1ccc(N2CCN(C(=O)c3ccccc3C)CC2)cc1
-7	0.6	19	COc1ccccc1OCCNC(=O)C(=O)c1c[nH]c2ccccc12
-47	1.6	4	CCOc1ccc(C(=O)N[C@H](C(=O)Nc2ccc(OC)c(S(=O)(=O)N3CCOCC3)c2)C(C)C)cc1
-4	-1.3	1	COc1ccc(-n2ccc(=O)c3c2CCCC3=O)cc1
-28	0.1	17	COC(=O)c1ccc(NC(=O)CCS(=O)(=O)c2ccc(Br)s2)cc1
-17	0.9	-11	CCCc1nc(SCc2ccc(OCC)cc2)n[nH]1
-29	0.2	29	Cc1ccc(OCc2cc(C(=O)NC(C)Cc3cnccn3)no2)cc1C (configuration not stated)
1	-0.9	33	CCN(CC)S(=O)(=O)c1cccc(NC(=O)c2ccc(SC)cc2OC)c1
1	0.8	13	COc1ccc(N(C(=O)c2ccccc2OC(C)=O)C(C)C2CC2)cc1 (configuration not stated)
12	0.1	13	Cc1ccc([C@@H]2[C@@H]3C(=O)N(C)C(=O)[C@@H]3[C@]3(C)C(=O)N(CCO)CC(=O)N23)o1
-4	-0.5	0	Cc1cc(C)cc(N2CC(C(=O)Nc3cc(C)on3)CC2=O)c1 (configuration not stated)
-13	-1.3	14	Cc1onc(-c2ccccc2Cl)c1C(=O)Nc1cccc(-c2cn3cccnc3n2)c1
-15	-1.4	5	O=C(CCN1C(=O)C2C3C=CC(C3)C2C1=O)N1CCCCC1 (configuration not stated)
-13	-1.1	10	O=C(O)CCCC(=O)OCc1c(-c2ccccc2)ncc2ccccc12
-5	2.5	3	CCOC(=O)C1CCCN(C(=O)Cn2ncc3c([nH]c4ccccc43)c2=O)C1 (configuration not stated)
-14	-0.9	8	CC1CCCCC1NC(=O)COC(=O)c1ccc2c(c1)OCCO2 (configuration not stated)
-1	0.8	16	Cc1cccc(NC(=O)c2ccc(S(=O)(=O)N(C)C)cc2)c1
-1	0.4	14	COc1ccc(/C=N/S(=O)(=O)c2ccccc2)cc1OC
-5	0.3	52*	CN(C)C(=O)c1noc2cc([N+](=O)[O-])ccc12
-9	1.6	18	COc1cc(/C=C/C(=O)c2ccc([N+](=O)[O-])o2)ccc1O
-1	-0.9	14	CC(=O)Nc1ccc(S(=O)(=O)N(C)CC(=O)OCC(=O)c2ccc[nH]2)cc1

# Part of the list above, reformatted.
# Each structure is followed by: OX1R antag-1 | STK33 kinase inh | OX1R antag-2
- O=C(CCN1C(=O)C2C3C=CC(C3)C2C1=O)N1CCCCC1 (configuration not stated)
    -15 | -1.4 | 5
- O=C(O)CCCC(=O)OCc1c(-c2ccccc2)ncc2ccccc12
    -13 | -1.1 | 10

# The list continues:
OX1R antag-1	STK33 kinase inh	OX1R antag-2	compound
-13	/	3	COc1ccc(/C=C/c2nnc(NC(=O)CSc3ccc(C)cc3)s2)cc1
-4	-1.4	26	CC(CCc1ccccc1)NC(=O)c1ccc2nc(N3CCOCC3)sc2c1 (configuration not stated)
-23	0.0	11	CCOc1ccccc1NC(=O)COC(=O)c1cc[n+]([O-])cc1
-11	0.7	9	CC1CCc2nn(CC(=O)NCc3ccco3)cc2C1 (configuration not stated)
-10	-1.4	6	COc1ccc(C)cc1NC(=O)N1CCCc2ccccc21
-24	-0.8	9	C=CCn1c(CNC(=O)c2ccco2)nnc1SCC(=O)c1ccc(F)cc1
-10	0.4	18	COc1ccc(/C=C2\SC(=S)N(CCC(=O)NC3CCCC3)C2=O)cc1OC
